DTT redox prof – compounds producing H2O2 with reducing agent – biochemical, NIH compound library profiling, artefact control for MLSCN library redox annotation, primary screen. DTT-dependent redox cycling H2O2, phenol red/HRP absorbance; 100% = 100 µM peroxide control, 0% = buffer. activation, % at 10 µM. hit rate 0.03% among 200,000;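 active = activation of at least 50% relative to the plate's high and low controls in the primary single-dose screen; inactive = activation below 50%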;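 note: compound incubated with DTT at 0.8 mM final as the reducing agent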
PMI act satM6P – human PMI activators, high substrate, primary screen, biochemical, fluorescence intensity, near-saturating mannose 6-phosphate. AID 1216, 2008. coupled PMI enzyme assay, resazurin fluorescence, 20 min; stronger effect = higher value; 1 = untreated enzyme, 0 = substrate-free blank. hit rate 0.34% among 190,000. activation factor at 20 µM. Mannose-6-phosphate isomerase (Homo sapiens), P34949;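 active = activation factor of 2 or more at 20 µM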
Target sequence (P34949 whole entry, looked up): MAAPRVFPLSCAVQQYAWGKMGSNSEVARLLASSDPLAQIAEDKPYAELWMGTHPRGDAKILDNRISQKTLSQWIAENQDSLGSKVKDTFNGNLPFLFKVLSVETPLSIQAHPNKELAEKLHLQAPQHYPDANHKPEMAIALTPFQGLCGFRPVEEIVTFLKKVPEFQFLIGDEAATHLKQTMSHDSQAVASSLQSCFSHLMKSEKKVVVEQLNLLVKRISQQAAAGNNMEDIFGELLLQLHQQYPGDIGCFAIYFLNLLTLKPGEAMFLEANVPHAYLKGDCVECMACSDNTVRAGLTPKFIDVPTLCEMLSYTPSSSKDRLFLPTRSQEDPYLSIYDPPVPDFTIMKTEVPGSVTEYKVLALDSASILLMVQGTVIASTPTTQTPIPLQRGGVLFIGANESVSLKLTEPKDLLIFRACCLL
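Technique: Diaphorase-driven resazurin-to-resorufin fluorescence, excitation 544, emission 590 nm | Assay system: Human PMI in coupled enzyme assay | Times: Enzyme reaction with compound 20 min at room temperature | Medium: HEPES-buffered pH 7.4 with magnesium and detergent | Reagent: Mannose-6-phosphate 1.0 mM (near-saturating) plus 0.22 mM NADP+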
PMI act – activators of human PMI, primary screen, biochemical, fluorescence intensity, near-Km mannose 6-phosphate; hit rate 0.005% among 190,000; AID 1214, 2008; purified human PMI, coupled resazurin fluorescence, 20 min; stronger effect = higher value; 1 = vehicle control, 0 substrate-free wells; activation factor at 20 µM; Mannose-6-phosphate isomerase (Homo sapiens), P34949;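 active = activation factor of 2 or more at 20 µM, relative to plate controls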
RAM network inh – inhibitors of the yeast RAM network, primary screen, dse1pr::URA3 reporter, 5-FOA selection | S. cerevisiae dse1pr::URA3 reporter, 5-FOA growth OD615, 2 d; analog-sensitive cbk1-as2 kinase mutant strain | inhibition, % at 50 µM | hit rate 1.8% among 190,000 | AID 868, 2007;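 active = inhibition above a set limit, 3 SD over mean compound inhibition, cut at about 8.4% in these data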;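 note: 0% = DMSO-only wells with no growth and 100% = 10 µM 1-NA-PP1 full growth; inhibition rescues growth on 5-FOA so higher OD means more RAM inhibition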
TNAP inh hi DEA – human TNAP enzyme inhibitors, primary screen, biochemical, luminescent, high phosphate acceptor level, uHTS; hit rate 0.03% among 200,000; inhibition, % at 20 µM; AID 1135, 2008; Alkaline phosphatase, tissue-nonspecific isozyme (Homo sapiens), P05186; purified TNAP, CDP-star luminescence, 1 M DEA;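 active = over 50% inhibition of tissue-nonspecific alkaline phosphatase at 20 µM in the single-dose screen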;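 note: plate controls were DMSO wells for no effect and EDTA-quenched wells as full inhibition for full effect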
Target sequence (P05186 whole entry, looked up): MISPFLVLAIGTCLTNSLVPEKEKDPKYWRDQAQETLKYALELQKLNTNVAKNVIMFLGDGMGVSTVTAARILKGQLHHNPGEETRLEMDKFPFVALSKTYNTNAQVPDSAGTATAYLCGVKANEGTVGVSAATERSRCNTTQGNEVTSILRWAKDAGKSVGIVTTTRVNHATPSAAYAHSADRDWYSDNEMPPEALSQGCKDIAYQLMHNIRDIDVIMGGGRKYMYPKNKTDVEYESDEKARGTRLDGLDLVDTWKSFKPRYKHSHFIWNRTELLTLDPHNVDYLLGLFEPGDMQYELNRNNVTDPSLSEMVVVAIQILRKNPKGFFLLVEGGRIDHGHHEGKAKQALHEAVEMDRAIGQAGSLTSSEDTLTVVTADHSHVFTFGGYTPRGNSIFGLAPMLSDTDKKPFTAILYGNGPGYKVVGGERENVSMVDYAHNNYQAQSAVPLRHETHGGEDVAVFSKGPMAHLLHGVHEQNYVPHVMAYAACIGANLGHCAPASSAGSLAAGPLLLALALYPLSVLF
TNAP inh no acc – human TNAP enzyme inhibitors, primary screen, biochemical, luminescent, no phosphate acceptor, uHTS. purified TNAP, CDP-star luminescence, 30 min. hit rate 0.26% among 200,000. AID 1012, 2008. inhibition, % at 20 µM. Alkaline phosphatase, tissue-nonspecific isozyme (Homo sapiens), P05186;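 active = tissue-nonspecific alkaline phosphatase inhibition above about 50% at 20 µM in the single-dose screen, limit read from the data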;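 note: 0% = DMSO negative control and 100% = EDTA positive control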
Lmaj promast – Leishmania major promastigote growth inhibition, primary screen. Leishmania major promastigotes, resazurin fluorescence viability. inhibition, % at 10 µM. hit rate 9% among 200,000. AID 1063, 2008; in the data active = inhibition above about 50%;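 note: promastigotes grown with compound for 44 hours at 28 °C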
Hsp70 act – Hsp70 transcriptional activators, primary screen, cell-based, HeLa, Hsp70 promoter luciferase, luminescence, 10 µM; hit rate 0.04% among 200,000; activation, % at 10 µM; HeLa Hsp70 promoter luciferase reporter; scaled: vehicle 0, proteasome-inhibitor control 100%;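 active = activation above the mean across all tested compounds plus 3 SD, cutoff set per campaign, cut at about 5.5% in these data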;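 note: 100% = MG132 at 30 µM as the positive control and 0% = DMSO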
HMGR II inh – inhibitors of E. faecalis class II HMGR, primary screen, biochemical, Enterococcus faecalis; hit rate 0.41% among 190,000; inhibition, % at 10 µM; HMG-CoA reductase (Enterococcus faecalis, mvaE); AID 1066, 2008; purified E. faecalis HMGR, NADPH absorbance 340 nm kinetic;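 active = inhibition above a set limit, the median over all tested compounds plus 3 SD, cut at about 9.5% in these data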;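 note: enzyme runs in reverse so mevalonate oxidation gives rising NADPH absorbance; 0% = complete reaction with DMSO and 100% = background rate lacking mevalonate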
S1P3 antag – S1P3 receptor antagonists, primary screen, cell-based. Sphingosine 1-phosphate receptor 3 (Homo sapiens), Q99500. CHO S1P3 NFAT-BLA reporter, FRET fluorescence, antagonist mode. inhibition, % at 4.98 µM. hit rate 0.27% among 170,000;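 active = inhibition above the plate cutoff, the mean inhibition of test wells on that plate plus 3 SD, cut at about 28% in these data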;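 note: cells challenged with S1P at its EC80 of 0.8 µM; blue over green emission ratio from cleaved BLA substrate after 4 h stimulation; 0% = S1P-stimulated wells and 100% = unstimulated DMSO-only wells; some compounds past the cut are filed as inactive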
* marks the source's active call; other numbers are inactive results; . = no result given. Compounds were not picked by outcome (roughly 12% active in at least one column).

SMILES | DTT redox prof | PMI act satM6P | PMI act | RAM network inh | TNAP inh hi DEA | TNAP inh no acc | Lmaj promast | Hsp70 act | HMGR II inh | S1P3 antag
COc1ccc(CCNC(=O)CSc2nnc(Cn3c(=O)sc4ccccc43)n2C)cc1OC | 0.1 | 0.9 | 0.9 | 5.0 | -3.0 | -8.5 | 0.6 | -0.2 | -6.5 | -11.9
Cc1c(Cc2c(Cl)cccc2Cl)c(=O)ccn1C(C)c1ccccc1 (stereo unspecified) | 2.1 | 1 | 1 | -0.2 | -7.3 | -15.7 | 6.9 | 0.6 | -1.5 | .
CCOC(=O)C1(CCOc2ccccc2)CCN(Cc2cnc(C)s2)CC1 | 0.0 | 0.9 | 0.9 | 0.4 | -2.1 | -9.0 | 78.9* | 0.7 | -1.0 | 13.4
CCC(=O)Nc1nnc(SCC(=O)N2c3ccccc3CC2C)s1 (stereo unspecified) | 0.6 | 1 | 0.9 | 3.1 | -0.1 | -7.3 | -0.6 | 0.1 | -1.7 | .
Cc1ccc(/C=C/C(=O)NCCCc2ccccc2)cc1 | 0.8 | 1.1 | 1 | 0.5 | 7.4 | -4.7 | 0.3 | -0.2 | -0.6 | -3.7
C(=C\c1nc2ccccc2[nH]1)/c1ccccc1 | 1.5 | 0.9 | 0.9 | 0.9 | 1.7 | -3.6 | 15.6 | -0.2 | 0.7 | .
O=C(CN1C(=O)C(=O)N(Cc2ccco2)C1=O)NC1CCCCC1 | -0.1 | 1 | 1.1 | 1.7 | -1.9 | 3.2 | -8.9 | 0.7 | -5.4 | 1.1
Cc1cc(C)n2nc(SCC(=O)N3CCc4ccccc43)nc2n1 | -0.3 | 1.1 | 1.1 | 1.1 | -2.6 | -5.4 | -0.2 | -0.2 | -1.1 | 10.7
Cc1cc(C)n(-c2ccc([N+](=O)[O-])cc2)n1 | -0.5 | 0.9 | 0.9 | 0.3 | -0.2 | -9.6 | -3.3 | -0.2 | -3.0 | -13.5
COCc1[nH]nc2c1C1(C(=O)Nc3ccc(F)cc31)C(C#N)=C(N)O2 (stereo unspecified) | 2.3 | 0.9 | 0.9 | 1.3 | -9.4 | -4.9 | -7.5 | -0.3 | -2.7 | -15.2
CCC(=O)NC(c1ccc(C)cc1)c1cc([N+](=O)[O-])c2cccnc2c1O (stereo unspecified) | -0.5 | 0.5 | 0.9 | 2.9 | 23.0 | -14.5 | -7.7 | -0.3 | -2.2 | -2.8
Cc1cc(C)cc(NC(=S)N(CCN(C)C)C(C)c2cccnc2)c1 (stereo unspecified) | -0.4 | 1.1 | 1.1 | 3.1 | -2.3 | -2.5 | 42.2 | 0.0 | 7.1 | -3.7
Cc1cc2nn(-c3ccccc3)nc2cc1NC(=O)c1cccs1 | 2.4 | 0.9 | 0.9 | 5.3 | -2.8 | -8.4 | -2.8 | 0.1 | -3.7 | -14.4
CCN1CCN(C(=O)CN(C)S(=O)(=O)c2ccc(OC)c(C)c2)CC1 | 0.2 | 1 | 1 | 2.0 | 0.9 | -7.8 | 97.8* | -0.2 | -2.0 | .
CC(C)C(=O)NC(c1ccco1)c1c(O)ccc2ccccc12 (stereo unspecified) | 0.2 | 0.4 | 0.7 | 0.2 | -5.0 | -21.6 | 29.0 | 0.3 | 1.1 | .
CCOC(=O)N1CCN(C(=O)CCCn2c(=S)[nH]c3ccccc3c2=O)CC1 | -0.6 | 1 | 1 | 1.1 | 1.8 | -3.7 | -5.8 | 0.5 | -1.6 | -8.6
COc1ccc(-n2c(C)cc(=O)c3c2CC(C)(C)CC3=O)cc1 | -0.1 | 1 | 1 | 1.5 | -1.7 | -6.9 | 0.1 | 0.5 | -1.4 | -5.1
Cn1c(Oc2ccccc2NCc2cc(Br)ccc2O)cc(=O)n(C)c1=O | 1.6 | 0.9 | 0.9 | 0.8 | -5.0 | -15.2 | 99.0* | -0.3 | 0.8 | -18.2
Cc1cc(C)n(CCNC(=O)c2cc(COc3ccc(F)cc3Cl)on2)n1 | 0.4 | 1 | 0.9 | 1.3 | -2.2 | -6.5 | 0.9 | 0.1 | -2.6 | 10.6
Cc1sc2ncn(CC(=O)N3CCOCC3)c(=O)c2c1-c1ccccc1 | -0.5 | 0.9 | 0.9 | 1.3 | -0.2 | 0.5 | -2.6 | 0.0 | -7.3 | -0.9
O=C1C(Cl)=C(N2CCN(c3ccccc3[N+](=O)[O-])CC2)C(=O)c2ccccc21 | 1.8 | 1.1 | 1.2 | 5.5 | 11.9 | 13.4 | 100.5* | -0.1 | 3.5 | -18.2
CC(=O)c1sc(-c2ccccc2)nc1C | -0.6 | 1 | 1.1 | -0.2 | -5.9 | -6.2 | 7.8 | 0.0 | -4.0 | -4.4
CCCn1nnnc1NC(=O)COc1ccc(Cl)cc1C | -6.1 | 1 | 1.1 | -1.0 | -3.1 | -10.2 | -1.5 | -0.2 | 0.8 | .
CC(=O)Nc1sc(C)c(C)c1C(=O)OCC(=O)N(C)C1CCS(=O)(=O)C1 (stereo unspecified) | 0.1 | 1.1 | 0.9 | 0.9 | -2.3 | -17.4 | 2.1 | -0.4 | -2.2 | -19.2
C/C(=N\NC(=O)c1c(Br)c(C)nn1C)c1ccc(NC(=O)C(C)Oc2ccc(Cl)cc2C)cc1 (stereo unspecified) | -3.6 | 1 | 1.1 | 1.3 | -3.5 | -7.8 | 97.7* | -0.1 | 4.8 | .
CC1=CC(C)(C)N(C(=O)CNC2CCCC2)c2cc(C)ccc21 | -0.7 | 1.3 | 1.2 | -0.5 | -10.8 | -8.6 | 36.6 | -0.2 | -5.0 | -12.1
CCN(CC(=O)Nc1c(C(=O)OC)[nH]c2ccc(Cl)cc12)c1ccc2c(c1)OCO2 | -1.2 | 0.8 | 0.9 | 3.3 | -8.5 | 2.1 | 25.8 | -0.2 | -1.8 | 33.3
CCOC(=O)NC(NCCc1ccccc1)(C(F)(F)F)C(F)(F)F | 0.1 | 1 | 1 | 0.8 | -2.9 | -6.1 | -1.7 | -0.2 | 1.9 | .
COC(=O)c1c(-c2ccccc2)csc1NC(=O)C1CC=CCC1C(=O)O (stereo unspecified) | -0.3 | 1 | 1.1 | 1.0 | -3.7 | 7.3 | -4.1 | -0.2 | 0.7 | -25.4
CCc1ccc(C2C(C#N)=C(N)Oc3n[nH]c(CC(=O)OC)c32)cc1 (stereo unspecified) | -0.5 | 1 | 1.1 | 1.0 | -2.5 | 9.4 | 13.4 | -0.5 | -3.8 | .
COCc1ccc(CN2CCCC(CO)(Cc3ccccc3C)C2)o1 (stereo unspecified) | -0.6 | 1 | 1 | 1.3 | -7.4 | -9.6 | 14.4 | -0.3 | -6.0 | -10.0
O=C(NCc1ccco1)c1c2c(nc3ccccc13)CCC2 | 0.1 | 1.2 | 1.4 | 1.2 | -3.9 | -10.5 | -7.0 | -0.2 | -2.4 | 1.8
CCN(CC)c1ccc2cc(S(=O)(=O)c3ccc(C)cc3)c(=O)oc2c1 | -0.3 | 0.8 | 0.9 | 3.4 | 7.3 | -1.7 | 95.7* | -0.2 | -3.0 | 9.5
Cc1cccc(-c2noc(CCCC(=O)Nc3cccnc3)n2)c1 | 2.3 | 1 | 0.9 | 0.7 | -3.6 | -9.6 | 2.4 | -0.4 | 4.7 | -16.8
Cc1ccc(C2CC(c3ccc(C)cc3)n3nc(N)nc3N2)cc1 (stereo unspecified) | 0.1 | 0.9 | 0.9 | -0.2 | -4.1 | -13.8 | -1.1 | -0.1 | -4.7 | -36.3
CC(C)N(C)C1CCN(C(=O)Nc2ccc(Cl)cc2)CC1 | 1.8 | 1 | 0.9 | 0.7 | -5.7 | -13.2 | 4.0 | 0.2 | 4.2 | -7.0
Cc1ccc(C)c2[nH]c(=O)c(CN(Cc3ccco3)S(=O)(=O)c3ccc4c(c3)OCCO4)cc12 | -0.2 | 0.9 | 0.8 | 7.6 | -4.6 | -8.2 | 11.0 | -0.4 | -9.0 | 2.5
CCn1c(SCc2nc3ccccc3c(=O)[nH]2)nnc1-c1cccnc1 | 0.8 | 1 | 0.9 | -0.5 | -4.2 | -7.3 | 5.6 | -0.5 | 6.2 | -12.2
COc1ccccc1-c1cc(C(=O)N2CCCc3ccccc32)no1 | -0.2 | 0.9 | 0.9 | 8.2 | -4.5 | -0.1 | 1.6 | 0.3 | -2.9 | 22.1
O=C1CCCN1c1ccc(Br)cc1 | 0.5 | 1 | 1 | 0.8 | -7.0 | -11.2 | -2.2 | -0.3 | -1.1 | .
COc1cc(/C=C(\C#N)c2nnc(N3CCOCC3)n2-c2ccccc2)ccc1O | 0.1 | 0.9 | 0.9 | 2.9 | 23.5 | 8.8 | 0.2 | -0.5 | -7.8 | -10.6
O=C(CCCSc1nc(-c2ccco2)cc(C(F)(F)F)n1)NCc1cccs1 | -2.6 | 1.1 | 0.9 | 6.2 | -2.1 | -7.6 | 3.5 | -0.6 | 0.9 | 16.4
CC(=O)N(C)c1ccc(NC(=S)Nc2cccc3ccccc23)cc1 | 1.1 | 0.4 | 0.7 | 1.3 | 5.2 | -3.2 | 6.3 | -0.2 | 0.7 | -11.2
CCCC1S/C(=N/N=C/c2ccc(OC)cc2)N(Cc2ccc(OC)cc2)C1=O (stereo unspecified) | 1.2 | 1 | 0.9 | 13.2* | -5.1 | -12.3 | 7.2 | 0.2 | 2.3 | .
Cc1cc(C)nc(NC2=NCC(=O)N2CCc2c[nH]c3ccccc23)n1 | -3.3 | 0.9 | 1 | 0.7 | 6.0 | 3.1 | -8.1 | 0.0 | 0.9 | -0.3
COc1cc(/C=C/[N+](=O)[O-])ccc1OCc1cccc(C(=O)O)c1 | -0.8 | 0.8 | 1 | 0.5 | -2.7 | -0.9 | -6.3 | -0.6 | -1.7 | 5.8
COc1cc(OC)c(C2=NOC(C(=O)Nc3c(C)n(C)n(-c4ccccc4)c3=O)C2)cc1Cl (stereo unspecified) | -0.6 | 1 | 1 | -1.2 | -5.5 | -10.2 | -5.3 | -0.1 | -5.8 | 2.4
CC1(C)C(=O)Nc2ccccc2N1C(=O)CSc1nnc2ccccn12 | . | 1 | 1 | 0.5 | -0.9 | -4.9 | 44.1 | -0.3 | 0.6 | -3.6
Cc1ccc(S(=O)(=O)C(C#N)c2nc3ccccc3nc2OC(C)C)cc1 (stereo unspecified) | 0.1 | 1.2 | 1 | 4.9 | 6.9 | 3.4 | -9.8 | -0.5 | -2.6 | -26.5
